Bioassay records (PubChem BioAssay)
S100A4 MyoIIA: inhibitors of S100A4-myosin IIA peptide binding, primary screen, biochemical, fluorescence polarization, TAMRA-MyoIIA peptide | inhibition, % at 10.7 µM | 360,000 tested, 0.14% active | AID 652163, 2013 | Protein S100-A4 (Homo sapiens), P26447;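 active = mean inhibition of at least 70% across replicates, with every replicate also reaching that level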
Target sequence (P26447 whole entry, looked up): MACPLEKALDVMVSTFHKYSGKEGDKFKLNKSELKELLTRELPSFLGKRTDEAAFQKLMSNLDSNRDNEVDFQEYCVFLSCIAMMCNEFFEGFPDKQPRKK
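Material: S100A4 monomer protein | Medium: HEPES pH 7.2 with CaCl2, KCl, NaCl, DTT, Triton | Reagent: Labelled myosin peptide probe, 5 nM | Doses: One dose per compound | Times: 5 min incubation before reading | Benchmarks: Neutral control DMSO, positive control TFP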
esBAF inh: Bmi1 luciferase reporter increase in mESCs, primary screen, esBAF inhibitor project, mouse ES cells, Bmi1 luciferase knock-in, single point; reporter increase, % at 12.5 µM; AID 602393, 2012; 350,000 tested, 2% active; 24 h; 100% = twice the neutral-well signal; in the data active = activation above about 40%;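 note: 0% = median of the plate's neutral control wells and 100% = double that signal; a rise in the Bmi1 reporter signal indicates esBAF inhibition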
XiGFP reactiv: activators of inactive X chromosome reactivation, primary screen, imaging, XiGFP fibroblasts, GFP high-content imaging, set 2; XiGFP mouse fibroblasts, % GFP-positive cells imaging, 3 d; cells co-treated with 5-aza-dC sensitizer; scaled so ellipticine positive control = 100%; activation, % at 7.58 µM; 360,000 tested, 0.055% active;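 active = mean normalized replicate activation at least 10% and every replicate at or above 10%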;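 note: 0% = median of on-plate neutral control wells and 100% = ellipticine 6 µM median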
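material = 68-5-11 XiGFP fibroblast line | medium = DMEM plus 5-aza-dC sensitizer | schedule = 3 days compound exposure | benchmarks = positive control ellipticine, 6 µM final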
RAD54 branch: inhibitors of human RAD54 branch migration, primary screen, biochemical, fluorescence, single point. RAD54 Holliday junction branch migration, FAM/BHQ fluorescence. inhibition, % at 10.4 µM. 360,000 tested, 0.14% active;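 active = mean normalized replicate activity at least 40 and at least half of replicates scoring 40 or more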;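 note: 0% = median of neutral control wells and 100% = median of positive control wells; inhibitors cause a drop in the FAM fluorescence signal; in these data hits start at about 50%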
ERp5 inh: inhibitors of ERp5-driven insulin aggregation, primary screen, biochemical, turbidity, absorbance 650 nm, single point; Protein disulfide-isomerase A6 (Homo sapiens), Q15084; 350,000 tested, 0.05% active; inhibition, % at 9.99 µM; 90 min;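 active = mean replicate inhibition above about 25%, with every replicate also reaching it, limit read from the data, passing the limit was not always enough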
Target sequence (Q15084 whole entry, looked up): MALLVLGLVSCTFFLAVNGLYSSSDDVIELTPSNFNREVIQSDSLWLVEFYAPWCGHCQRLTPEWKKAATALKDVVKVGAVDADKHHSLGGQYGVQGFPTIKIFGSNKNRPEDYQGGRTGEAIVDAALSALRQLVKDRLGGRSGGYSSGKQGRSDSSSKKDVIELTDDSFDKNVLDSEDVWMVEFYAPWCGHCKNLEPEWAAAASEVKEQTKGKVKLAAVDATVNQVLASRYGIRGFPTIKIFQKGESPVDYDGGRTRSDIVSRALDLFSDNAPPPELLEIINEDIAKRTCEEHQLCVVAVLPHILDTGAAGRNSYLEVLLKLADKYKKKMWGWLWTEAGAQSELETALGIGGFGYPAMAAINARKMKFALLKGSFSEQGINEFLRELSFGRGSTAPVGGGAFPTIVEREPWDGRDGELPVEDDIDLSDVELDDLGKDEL
RAD52 inh: RAD52 DNA annealing inhibitors, primary screen, biochemical, FRET, single point, set 2 | inhibition, % at 18.7 µM | 360,000 tested, 0.46% active | DNA repair protein RAD52 homolog (Homo sapiens), P43351 | recombinant RAD52 DNA annealing, FRET fluorescence;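 active = every replicate showing at least 50% inhibition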
Target sequence (P43351 whole entry, looked up): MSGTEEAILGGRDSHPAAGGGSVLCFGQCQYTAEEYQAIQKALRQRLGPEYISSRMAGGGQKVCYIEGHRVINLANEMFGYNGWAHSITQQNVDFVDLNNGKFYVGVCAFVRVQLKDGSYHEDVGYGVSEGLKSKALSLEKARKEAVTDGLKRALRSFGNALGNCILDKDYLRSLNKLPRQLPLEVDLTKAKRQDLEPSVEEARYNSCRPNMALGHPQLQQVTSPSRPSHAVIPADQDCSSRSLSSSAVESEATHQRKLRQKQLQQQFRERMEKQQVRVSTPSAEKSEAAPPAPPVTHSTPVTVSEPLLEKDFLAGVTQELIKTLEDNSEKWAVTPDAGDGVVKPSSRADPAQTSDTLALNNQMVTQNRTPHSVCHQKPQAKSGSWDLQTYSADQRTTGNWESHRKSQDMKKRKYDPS
E-selectin induc: E-selectin induction in HUVECs, primary screen, imaging, HUVEC, immunofluorescence imaging, single point | 260,000 tested, 0.37% active | normalized: neutral wells 0, TNF-alpha wells 100 | P16581 | activation, % at 7.58 µM;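 active = mean E-selectin-positive cell signal at least 10% of the positive control, reached in at least 60% of replicates, without over 20% cell loss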;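 note: in these data hits start at about 27%; measured in HUVEC primary endothelial cells; signal is the percent of cells scored E-selectin positive by PE staining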
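Material: HUVEC primary endothelial cells; Amount: 3,000 cells per well; Dosing: single concentration; Medium: EGM-2 growth medium on 0.1% gelatin-coated wells; Read-out basis: percent E-selectin-positive cells; Signal: immunofluorescence imaging; Control set: TNF-alpha, DMSO.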
ERAP1 inh: human ERAP1 aminopeptidase inhibitors, primary screen, biochemical, single point, plate reader | 340,000 tested, 0.15% active | AID 652197, 2013 | recombinant ERAP1, Leu-AMC fluorescence, 60 min | Endoplasmic reticulum aminopeptidase 1 (Homo sapiens), Q9NZ08 | inhibition, % at 10.7 µM;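 active = mean replicate inhibition of at least 30%, or all replicates individually reaching that 30% level; inactive = mean below 30% and not every replicate reaching it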;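 note: 0% = neutral control wells and 100% = L-leucinethiol positive control wells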
* = called active by the depositor; x = not tested or not shown; & = joins results of further samples.

mol	ERAP1 inh	RAD54 branch	XiGFP reactiv	RAD52 inh	E-selectin induc	ERp5 inh	esBAF inh	S100A4 MyoIIA
COc1ccccc1CNC(=O)c1ccc2nc(N3CCOCC3)sc2c1	-4	9	0.2	-3	0.2	3	2	-2
Cc1cccc(CCNC(=O)C2CCN(S(=O)(=O)c3cccc4cccnc34)CC2)c1	0	-4	0.0	-15	x	3	0	4
C[C@H]1CN([C@@H](C)CO)C(=O)c2cc(NC(=O)CCC(F)(F)F)ccc2O[C@@H]1CN(C)CC1CC1	-3	8	0.0	12	0.1	1	4	-7
CN(CC(=O)Nc1ccc(Cl)c(Cl)c1)C(=O)CC1OC(=O)c2ccccc21 (centres undefined)	-1	-5	0.2	-3	0.9	-3	x	1
CN(C)CC(=O)N[C@@H]1CC[C@@H](CCNC(=O)C2CCCC2)O[C@H]1CO	1	-4	0.4	7	-0.1	1	0	6
O=C(c1ccccc1F)N1CCC2CC1c1cc(-c3ccc4c(c3)OCO4)ccc12 (centres undefined)	-4	2	x	-16	-0.1	4	-3	-2
CN1c2ccc(C#Cc3cccnc3)cc2[C@H]2[C@H](CCN2C(=O)c2cccnc2)[C@@H]1CO	3	6	0.0	-3	-0.4	-4	13	4
O=C(COC(=O)c1cc([N+](=O)[O-])ccc1Cl)NC1CCCC1	0	-3	0.3	-12	x	6	6	-3
CCc1cc2c(nc1CC)CCCN2Cc1ccc(Br)cc1	-2	x	0.1	-21	1.0	4	x	-12
Cc1cc2cc3c(C)cc(=O)oc3c(C)c2o1	-2	10	0.0	-1	1.6	5	24	-7
CCC(=O)N(CCc1ccc(OC)c(OC)c1)Cc1cc2ccc(C)cc2n2nnnc12	0	x	0.0	-10	-0.3	-9	x	-2
COc1ccc(NC(=O)CSc2n[nH]c(C(C)C)n2)c([N+](=O)[O-])c1	-7	0	0.1	-7	2.6	0	-7	-19
COc1ccc(CN2CCC(Cc3ccccc3)CC2)cc1OC	x	-6	0.0	-7	0.3	2	3	-1
CCC1CCCCN1Cc1nc2c(c(=O)n(C)c(=O)n2C)n1CCCc1ccccc1 (centres undefined)	4	-3	0.2	-17	0.1	5	3	-12
O=C1N=c2ccc([N+](=O)[O-])cc2=C1c1sc(=O)[nH]c1O	0	-3	0.0	-7	x	0	-5	-2
CC(=O)NC(C)(c1ccccc1)c1nc(-c2ccc(S(C)(=O)=O)cc2)cs1 (centres undefined)	10	-2	0.2	4	3.8	0	-7	-1
O=C(NC1CCCC1)c1ccccc1OCc1ccccc1	-2	-5	0.0	6	1.6	1	-6	-1
Cc1noc(C)c1COC(=O)C1CCN(S(=O)(=O)c2ccc(F)cc2)CC1	3	0	0.0	6	x	6	-6	1
O=C(O)C1C2C=CC(C2)C1C(=O)N1CCOCC1 (centres undefined)	1	-4	x	-12	x	-4	0	2
CC(C)C[C@@H](CO)N1CCNCCC1=O	-5	7	0.0	-59	x	0	0	-6
CCOC(=O)N/N=C\c1ccc(OC(=O)c2ccc3c(c2)OCO3)cc1	-2	1	0.0	-6	x	3	-7	13
C[C@H](CO)N1C[C@H](C)[C@@H](CN(C)C(=O)Nc2ccc(C(F)(F)F)cc2)Oc2ccc(NS(=O)(=O)c3ccccc3)cc2CC1=O	1	-10	-0.5	1	-0.2	-9	-4	-7
C[C@H](CO)N1C[C@H](C)[C@@H](CN(C)C(=O)Cc2ccccn2)Oc2ncc(C#CC3CC3)cc2C1=O	-2	-3	-0.1	-17	0.0	1	-8	-25
N#Cc1ccc(CN2CCN(C(=O)c3cc(Cl)c4c(c3)OCCO4)CC2)cc1	0	1	-0.2	-19	x	-12	-8	10
CCC(=O)Nc1ccc2c(c1)C(=O)N(C)C[C@H](OC)[C@@H](C)CN(C(C)=O)[C@@H](C)CO2	2	2	0.0	-17	0.1	-1	-3	-3
C=CCNS(=O)(=O)c1ccc(C(=O)OCc2cc(=O)oc3cc(OC)ccc23)cc1	-2	-8	0.0	-9	x	-4	1	1
Cc1cccc(-c2ccc([C@@H]3[C@H](CO)N4C(=O)CN(C(=O)c5ccccc5)C[C@@H]34)cc2)c1	1	x	0.6	1	0.4	-1	x	3
CO[C@@H](CN(C)S(=O)(=O)c1ccccc1)[C@@H](C)CN(C(=O)Nc1ccccc1F)[C@H](C)CO	0	4	0.1	-2	-0.2	-1	-4	-8
Cc1ccc(NNC(=O)Nc2ccc(Cl)cc2)nn1	-2	-2	-0.1	-2	x	5	x	-3
O=C(Cc1ccncc1)NCC[C@H]1CC[C@@H](NC(=O)Nc2ccc(Cl)cc2)[C@H](CO)O1	3	0	-0.3	-29	0.0	-5	-2	16
COc1ccc(/C=N\NC(=O)c2ccccc2OC)cc1COc1c(F)c(F)c(F)c(F)c1F	0	-2	1.2	-10	-0.1	9	1	-7
CC(C)CN(C(=O)CN1CCN(c2ccccc2O)CC1)c1c(N)n(CC(C)C)c(=O)[nH]c1=O	-3	x	0.1	-5	0.0	4	x	4
CCC(=O)N1C[C@H](C)[C@H](OC)CN(C)C(=O)c2cc(NC(=O)Nc3cccc(F)c3)ccc2OC[C@H]1C	-5	-1	-0.2	-14	0.6	1	3	-3
CC=Cc1ccc2n(c1=O)C[C@@H]1[C@@H](CO)[C@H](C(=O)NCC)N(C(=O)CC3CC3)[C@H]21 (mixture of isomers)	1	-8	0.3	-15	-1.4	-2	-2	-20
CC(C)C(C(=O)NCC1CCCO1)N(C(=O)CNS(=O)(=O)c1ccc(F)cc1)C1CCCCC1 (centres undefined)	-1	-3	0.0	-11	x	8	-7	-12
Cc1ccccc1NC(=S)N(CCN1CCCCC1)Cc1ccco1	1	x	-0.3	-13	-1.5	1	x	-6
COc1ccccc1CNC(=O)C[C@@H]1C[C@H]2c3cc(NC(=O)NC4CCCC4)ccc3O[C@H]2[C@@H](CO)O1	-3	2	0.0	-10	-0.2	2	2	10
CC1CCCC(C)N1C(=O)COC(=O)c1cc([N+](=O)[O-])ccc1N1CCOCC1 (centres undefined)	1	-1	0.2	-7	x	-1	-4	2
C=CCNC(=O)COC(=O)COc1ccc(Cl)cc1	4	-1	0.0	-3	10	-1	0	1
CC1(C(=O)NS(=O)(=O)c2cccc(Cl)c2)CCN1C(=O)CC1CCCC1 (centres undefined)	-2	-21	0.1	-11	0.0	3	2	-2

By substructure: the entries above containing a CF3 group.
mol	ERAP1 inh	RAD54 branch	XiGFP reactiv	RAD52 inh	E-selectin induc	ERp5 inh	esBAF inh	S100A4 MyoIIA
C[C@H]1CN([C@@H](C)CO)C(=O)c2cc(NC(=O)CCC(F)(F)F)ccc2O[C@@H]1CN(C)CC1CC1	-3	8	0.0	12	0.1	1	4	-7
C[C@H](CO)N1C[C@H](C)[C@@H](CN(C)C(=O)Nc2ccc(C(F)(F)F)cc2)Oc2ccc(NS(=O)(=O)c3ccccc3)cc2CC1=O	1	-10	-0.5	1	-0.2	-9	-4	-7

Given with two lines to a compound: entries from further up
Results follow in this order: ERAP1 inh	RAD54 branch	XiGFP reactiv	RAD52 inh	E-selectin induc	ERp5 inh	esBAF inh	S100A4 MyoIIA
> CC(C)C(C(=O)NCC1CCCO1)N(C(=O)CNS(=O)(=O)c1ccc(F)cc1)C1CCCCC1 (centres undefined)
  -1	-3	0.0	-11	x	8	-7	-12
> CC1(C(=O)NS(=O)(=O)c2cccc(Cl)c2)CCN1C(=O)CC1CCCC1 (centres undefined)
  -2	-21	0.1	-11	0.0	3	2	-2

Following part:
mol	ERAP1 inh	RAD54 branch	XiGFP reactiv	RAD52 inh	E-selectin induc	ERp5 inh	esBAF inh	S100A4 MyoIIA
COc1ccc(CCC(=O)Nc2cc3c4c(c2)CC(=O)N4CCC3)cc1	2	7	0.2	-2	x	-3	-3	2
O=c1c2c(-c3cccc([N+](=O)[O-])c3)ccnc2[nH]n1-c1ccccc1	-5	3	0.1	-18	x	2	25	2
CCNC(=O)[C@H]1[C@H](CO)[C@H]2Cn3c(ccc(-c4ccc(F)cc4)c3=O)[C@@H]1N2C(=O)C1CC1	-1	11	0.1	-3	0.2	-3	-6	14
CCOc1cc(/C=C2/C(=N)N3N=C(C)SC3=NC2=O)ccc1OS(=O)(=O)c1ccc(C)cc1	6	0	0.1	-51	x	4	-7	-8
Cc1cc[n+](CC(=O)Nc2ccccc2)cc1	6	-1	0.0	3	-0.2	-1	2	-3
Cc1n[nH]c(C)c1Cc1c(F)cccc1Cl	-1	x	-0.1	2	x	-3	x	0
CN1N=C(C(=O)N2CCc3c([nH]c4ccccc34)C2c2ccccc2Cl)CCC1=O (centres undefined)	5	x	0.0	-10	-0.1	-1	x	0
C[C@H](CO)N1C[C@H](C)[C@H](CN(C)Cc2ccc(F)cc2)Oc2ncccc2C1=O	3	1	0.0	-11	-0.3	3	1	2
CCOC(=O)c1ccc(-c2c(-c3ccc(OC)cc3)oc(=O)c3cc(OC)c(OC)cc23)cc1F	-2	-9	0.2	-6	-0.2	4	1	-5
CO[C@H](CN(C)Cc1cc(F)ccc1F)[C@H](C)CN(C(=O)Nc1ccc(C(F)(F)F)cc1)[C@H](C)CO	0	2	0.1	-3	-0.1	-3	-2	-7
Cc1ccc(NC(=O)CSc2nnc(CNC(=O)c3ccco3)o2)cc1Cl	-8	-7	0.2	-2	x	15	-10	10
Cc1noc(C)c1S(=O)(=O)Nc1ccc2c(c1)C(=O)N([C@@H](C)CO)C[C@H](C)[C@@H](CN(C)C(=O)c1ccncc1)OCCCC[C@H](C)O2	0	-3	-0.3	-11	0.1	4	1	-2
Cc1cc(C)c2nc(N3CCCC(C(=O)NCCN4CCOCC4)C3)sc2c1 (centres undefined)	-4	-6	x	-14	x	-3	68*	-8
CC(C)=CCN1CCN(CCCc2ccccc2)CC1CCO (centres undefined)	-1	-2	0.0	-11	0.5	2	10	-4
COc1cc(C(=O)O[C@H]2C/C(C)=C/CC[C@]3(C)O[C@@H]3C(O)C2C(C)C)cc(OC)c1OC (some centres undefined)	7	-8	0.3	-7	x	3	-1	-12
C[C@@H]1CN([C@H](C)CO)C(=O)c2cc(NS(=O)(=O)c3cn(C)cn3)ccc2O[C@@H](C)CCCCO[C@@H]1CN(C)S(C)(=O)=O	-2	-6	0.2	-1	-0.2	1	-3	-1
C[C@@H]1CN([C@H](C)CO)C(=O)c2c(c3ccccc3n2C)-c2ccccc2CO[C@H]1CN(C)C(=O)c1cc(Cl)cc(Cl)c1	0&0	0	0.1&0.1	-2&-1	0.2	-12&-3	-1	6&-3
Cc1ccc(C)c(OCC(=O)Nc2ccccc2C(=O)N2CCOCC2)c1	2	-6	-0.1	-14	1.7	6	8	-8
OCC[C@@H]1C[C@H](O)[C@@H](O)[C@@]2(CCCO2)O1	7	-3	-0.1	-5	0.2	6	x	4
Cc1ccc(S(=O)(=O)N(Cc2ccc([N+](=O)[O-])cc2)C(=O)N2CCN(C)CC2)cc1	-7	x	0.2	-11	0.1	-5	x	-3
